ZTA DNA inh = counter-screen for EBNA-1 inhibitors: inhibitors of Epstein-Barr virus ZTA; ZTA-DNA binding, fluorescence polarization; P03206; 0.15% of 320,000 active; inhibition, % at 11 µM; in the data active = inhibition above about 33%
Target sequence (P03206 whole entry, looked up): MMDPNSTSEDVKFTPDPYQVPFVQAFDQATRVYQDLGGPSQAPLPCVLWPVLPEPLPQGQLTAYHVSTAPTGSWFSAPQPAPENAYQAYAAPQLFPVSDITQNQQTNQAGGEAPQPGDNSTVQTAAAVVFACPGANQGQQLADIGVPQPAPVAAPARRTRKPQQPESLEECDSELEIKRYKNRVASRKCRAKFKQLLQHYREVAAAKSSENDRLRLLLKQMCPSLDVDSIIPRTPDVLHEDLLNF
BCLXL inh = inhibitors of human Bcl-xL. 0.7% of 320,000 active. inhibition, % at 10.9 µM. GST-Bcl-xL / FITC-Bim BH3 peptide fluorescence polarization;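 active = inhibition above the mean of all tested compounds plus 3 SD, cutoff set per campaign, cut at about 30% in these data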;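 note: 0% = DMSO wells and 100% = unlabeled Bim-BH3 peptide competitor; inhibitors lower millipolarization by displacing the labeled peptide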
GLD-1 TGE inh = GLD-1-TGE RNA interaction inhibition (C. elegans). purified GLD-1 + fluorescein TGE RNA, fluorescence polarization. inhibition, % at 5.96 µM. 0.44% of 320,000 active;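 active = percent inhibition above a per-plate cutoff, the plate mean of test compounds plus 3 SD, cut at about 30% in these data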;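 note: 0% = DMSO wells with GLD-1 and probe and 100% = wells lacking GLD-1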
Target sequence (Q17339 whole entry, looked up): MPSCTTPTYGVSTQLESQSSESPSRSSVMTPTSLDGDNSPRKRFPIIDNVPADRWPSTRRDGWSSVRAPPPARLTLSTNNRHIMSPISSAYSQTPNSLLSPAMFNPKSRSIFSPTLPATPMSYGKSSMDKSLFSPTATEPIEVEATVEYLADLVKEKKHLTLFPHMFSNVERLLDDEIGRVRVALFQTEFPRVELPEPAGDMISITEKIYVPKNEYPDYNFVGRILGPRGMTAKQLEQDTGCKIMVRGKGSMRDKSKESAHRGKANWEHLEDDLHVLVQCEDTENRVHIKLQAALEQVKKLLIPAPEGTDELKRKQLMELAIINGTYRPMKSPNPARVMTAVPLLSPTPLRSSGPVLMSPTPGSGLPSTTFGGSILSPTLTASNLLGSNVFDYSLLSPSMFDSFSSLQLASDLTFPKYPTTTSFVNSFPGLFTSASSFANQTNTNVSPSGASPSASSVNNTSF
MCL1-BIM inh = MCL1-BIM-BH3 interaction inhibition (human). Q07820. GST-MCL1 / FITC-Bim-BH3 fluorescence polarization. inhibition, % at 10.9 µM. 0.68% of 320,000 active. AID 2057;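 active = inhibition above the mean inhibition of all tested compounds plus 3 SD, set per campaign, cut at about 40% in these data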;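 note: 0% = DMSO wells and 100% = unlabeled Bim-BH3 peptide control; higher means more loss of mP so more displacement of Bim peptide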
Target sequence (Q07820 whole entry, looked up): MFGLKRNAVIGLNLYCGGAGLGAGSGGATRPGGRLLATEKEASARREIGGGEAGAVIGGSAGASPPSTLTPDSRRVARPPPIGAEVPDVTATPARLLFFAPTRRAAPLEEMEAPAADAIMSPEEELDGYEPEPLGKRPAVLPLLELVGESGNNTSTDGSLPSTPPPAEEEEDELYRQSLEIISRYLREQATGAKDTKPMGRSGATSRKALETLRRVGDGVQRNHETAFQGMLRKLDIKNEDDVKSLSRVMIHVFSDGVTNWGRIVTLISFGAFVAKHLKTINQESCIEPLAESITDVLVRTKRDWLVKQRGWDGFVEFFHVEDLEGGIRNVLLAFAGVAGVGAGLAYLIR
Efflux pump inh = antifungal efflux pump inhibition, Nile Red retention; S. cerevisiae Candida pump triplex; inhibition, % at 10 µM; 0.44% of 330,000 active; AID 485275;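 active = plate passing quality check with inhibition over a set limit, or well fluorescence over plate mean plus 4 SD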;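 note: Nile Red retained in pooled yeast measured as flow cytometry median fluorescence; 0% = buffer negative control and 100% = Enniatin B positive control; higher means more Nile Red kept so more efflux inhibition; some compounds called inactive have numbers as strong as hits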
EBNA-1 inhibitor = blocks EBNA-1 binding to DNA | EBNA-1 DNA binding, fluorescence polarization | AID 1950 | 0.34% of 300,000 active | inhibition, % at 14.8 µM; in the data active = inhibition above about 28%
Fam108B inh = blocks mouse Fam108B hydrolase in RBBP9 counter-screen. 0.33% of 300,000 active. recombinant Fam108B, FP-Rh probe fluorescence polarization. inhibition, % at 9.51 µM;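 active = inhibition above the screen mean inhibition plus 3 SD, computed separately per campaign, cut at about 18% in these data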;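 note: inhibitors lower polarization as less probe binds the enzyme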
CR mimetic SO = lowers age-related superoxide in aged yeast cells; S. cerevisiae aged cells, superoxide DHE fluorescence; hits give low values; superoxide response (% of plate mean), % at 10 µM; 0.18% of 330,000 active;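 active = superoxide response under a set limit, about three screen SD below normal, cut at about 65% in these data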;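 note: yeast aged for seven days with compound at 30 °C before DHE staining; 100% = average MFI of all compound-treated wells on the plate with controls excluded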
MEX-5 binding = C. elegans MEX-5 TCR-2 RNA binding activity; MEX-5/FITC-TCR2 RNA binding, fluorescence polarization; hits give low values; Q9XUB2; 0.38% of 300,000 active; activity score (negative = inhibition of binding), % at 10 µM; AID 1832;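 active = inhibition past about -25% in most replicates, and total fluorescence under double the plate's negative control median, limit read from the data; inconclusive = replicates evenly split on the limit, or fluorescence at least double controls; inactive = too little inhibition in most replicates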;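 note: 0% = DMSO and -100% = 5 µM competing unlabeled TCR2 RNA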
Starred values were filed as active, the others as inactive; ? = inconclusive; nt = no result given. An excerpt (hit frequency here may not be typical).

SMILES	ZTA DNA inh	BCLXL inh	GLD-1 TGE inh	MCL1-BIM inh	Efflux pump inh	EBNA-1 inhibitor	Fam108B inh	CR mimetic SO	MEX-5 binding
c1cncc(C2CCCCN2Cc2ccc3c(c2)OCO3)c1 (configuration not stated)	3	-2	3	-7	0.0	5	1	90	-0.5
Cc1cc(OCC(=O)N2C[C@H]3C[C@@H](C2)c2cccc(=O)n2C3)c2c(C)c(C)c(=O)oc2c1	-4	2	3	0	0.3	0	2	98	3.1
CCOC(=O)C1CCN(/C=C2\C(=O)NC(=S)N(CC)C2=O)CC1	-19	7	2	12	-0.2	4	-2	88	1.2
Cn1cnc(CCN)c1	-4	5	2	-2	0.0	-3	1	98	1.2
COc1ccc(CN2C(=O)CC(=O)NC2=S)cc1	11	-3	-7	-1	0.0	18	-5	81	0.8
COc1ccccc1Oc1c(C)oc2cc(OC(=O)N(C)C)ccc2c1=O	-3	4	3	6	0.1	5	6	104	0.4
COc1cc(C(=O)Nc2ccc(Br)cc2C(=O)c2ccccc2)cc(OC)c1OC	-24	1	8	-2	-0.1	11	-1	100	0.8
CCC(=Nc1ccc(OC)cc1OC)c1c(O)n(C2CCCCC2)c(=O)[nH]c1=O	15	2	4	0	0.0	8	-2	90	2.6
CN1C(=O)C(Cc2ccc3c(c2)OCO3)C(=O)N(C)C1=O	-4	5	8	6	0.1	-2	1	106	-4.2
CCC(=NC(C)c1ccccc1)c1c(O)[nH]c(=O)[nH]c1=O (configuration not stated)	-1	0	0	2	0.1	7	1	100	-0.4
O=CC(Br)P(=O)(N1CCOCC1)N1CCOCC1 (configuration not stated)	4	-29	1	-30	0.0	1	1	92	-2.9
Cc1ccc(S(=O)(=O)N(c2cc(Cl)c(O)c(Cl)c2)P(=O)(OC(C)C)OC(C)C)cc1	1	1	1	0	0.1	-1	2	102	0.6
O=c1cccc2n1CC1CC2CN(C(c2cccc(F)c2)c2sc3ncnn3c2O)C1 (configuration not stated)	11	2	-1	-3	-0.1	6	-7	93	-1.8
Cc1ccsc1/C=C1\C(=O)NC(=S)N(C)C1=O	4	10	-8	7	-0.3	-6	-5	101	-5.4
N#Cc1ccc(N2CCNCC2)c(F)c1	-3	7	-6	11	-0.1	-1	-2	91	-1.6
O=c1[nH]c(=O)n(Cc2ccco2)c(O)c1C=NC1CC1	16	-1	1	4	0.2	-26	-4	109	0.3
CC(C)CN1CCN(Cc2c(F)cccc2Cl)CC1CCO (configuration not stated)	11	2	-3	7	-0.1	8	-3	107	-1.1
CC(=O)Nc1ccc(C(=O)C(Cc2ccccc2)N(C)C)cc1 (configuration not stated)	-10	5	1	0	-2.1	3	13	86	-1.9
CCN(CC)CCCN=C(C)c1c(O)n(-c2ccccc2)c(=O)[nH]c1=O	2	2	-1	-2	0.0	10	6	87	-0.3
Cc1nn(Cc2ccccc2)c(Cl)c1C(=O)NC1CCCc2ccccc21 (configuration not stated)	12	4	3	-6	-0.1	6	1	108	2.1
COc1ccccc1N(CC(=O)NC1CCCC1)C(=O)c1cnn(C(C)C)c1	-13	1	5	-4	0.2	-2	-3	92	3.5
CCOC(=O)C1(CCOc2ccccc2)CCN(C(C)CSC)CC1 (configuration not stated)	2	5	0	12	-0.1	-5	-4	100	2.0
O=C1NC(=O)C(=Cc2ccc(-c3ccc(S(=O)(=O)N4CCOCC4)cc3)o2)C(=O)N1	8	-3	-2	-7	-0.1	-1	0	98	?
CCC(C)n1c(C)cc(C(N)=O)c1C (configuration not stated)	2	3	8	0	0.1	-6	1	107	1.6
CCn1c(=O)cc(OCC(=O)N2CCN(Cc3ccc4c(c3)OCO4)CC2)c2ccccc21	9	-2	-9	-6	0.2	-9	-1	112	-2.1
O=c1c2ccccc2nc(-c2ccco2)n1-c1ccc(Br)cc1	2	6	2	5	-0.1	0	2	89	1.6
O=C1/C(=C/c2ccc3c(c2)OCO3)N2CCC1CC2	13	8	20	15	0.1	14	-1	96	1.2
O=C(CN1CC(c2ccccc2)CC1=O)Nc1ccc(F)cc1 (configuration not stated)	1	1	1	5	-0.1	-17	-3	98	0.6
Cc1cc(C)c(C(=O)CN2CCOCC2)c(C)c1	18	8	-6	3	-0.1	-2	-5	102	-1.4
CC(=O)N1CC(=O)Nc2ccc(C)cc2C1c1ccccc1 (configuration not stated)	0	2	1	2	-0.1	7	-1	107	3.7
COc1ccc(-c2cc(-c3ccccc3)[n+](C)c(-c3ccccc3)c2)cc1	11	6	9	4	0.0	3	5	92	3.1
CCOc1ccc(Br)c(C2(O)CC(C)N(C)CC2C)c1 (configuration not stated)	-9	1	5	-2	0.0	-1	-1	117	2.0
CCCNC(=O)N1[C@H]2CC[C@@H]1C(C(=O)OC)=C(c1cc3ccccc3s1)C2	-1	5	-1	1	nt	3	-2	nt	-2.0
Cc1nn(Cc2ccccc2Cl)c(C)c1C(=O)NC1CCCc2ccccc21 (configuration not stated)	1	1	1	0	-0.1	2	2	103	-0.6
CCOP(=O)(OCC)C1(O)C(=O)Nc2ccccc21 (configuration not stated)	-6	1	5	5	0.2	-16	4	109	3.3
O=Cc1cn(Cc2ccccc2F)c2ccccc12	-4	-9	2	-24	-0.1	-12	-2	94	4.4
CCc1ccc(/C=C(/C#N)C(N)=S)cc1	8	12	3	13	0.2	-2	0	120	-0.6
CSc1nnc([C@@H](N)Cc2ccccc2)o1	-4	10	-8	7	0.0	8	-6	95	-0.1
O=C(CCCOc1ccc(Cl)cc1Cl)N1CCC2(CC1)OCCO2	-7	0	3	4	0.1	2	-4	105	2.2
Cc1nc2ccccc2c(=O)n1-c1cccc([N+](=O)[O-])c1	-10	-2	4	0	0.0	-3	1	106	0.7
c1cncc(C2CCCCN2)c1 (configuration not stated)	-14	22	8	18	0.4	8	6	72	-0.6
CC1CCN(CC(=O)c2ccc3c(c2)OCCO3)CC1	10	6	-2	7	0.0	3	-4	94	1.1
Cc1ccc(S(=O)(=O)CC(C)(O)C(=O)Nc2cccc(C(F)(F)F)c2)cc1 (configuration not stated)	-8	0	-1	3	0.4	-3	-5	125	-1.6
CN1C(=O)C(c2ccc([N+](=O)[O-])cc2[N+](=O)[O-])C(=O)N(C)C1=O	5	2	7	-3	0.2	-11	1	128	-2.2
Cn1c(O)c(C=NCCN2CCN(C(=O)c3ccccc3)CC2)c(=O)n(C)c1=O	6	2	1	-2	0.0	3	-1	93	0.5
CC1C(OC(=O)CCC(=O)NC(C)(C)CO)O[C@H]2OC3(C)CC[C@H]4[C@H](C)CCC1C24OO3 (some centres not stated)	-3	4	0	8	0.0	2	0	85	2.3
CCCCNC(=S)N1CCn2cccc2C1c1cccnc1 (configuration not stated)	-4	8	2	8	0.1	-8	1	109	-0.7
O=C(O)C1=CC2c3ccccc3C1c1ccccc12	0	7	2	-11	-0.2	-1	-1	101	1.1
CSCCC(NC(=O)CCC(=O)OC1CC[C@H]2[C@@H]3CC[C@H]4CC(=O)CC[C@]4(C)[C@H]3CC[C@]12C)C(=O)O (some centres not stated)	-15	2	-1	0	0.6	11	0	97	1.2
O=c1c2ccccc2nc(/C=C/c2ccco2)n1-c1ccccc1O	8	-2	-3	-9	0.1	-3	-1	94	1.4
CC(C)(C)n1cc(C(=O)c2ccccc2)cc1-c1ccccc1	6	9	3	4	0.2	-10	-1	106	2.0
CCCN1CCCC(C(=O)c2cc(C)c(OC)c(C)c2)C1 (configuration not stated)	-11	3	-6	-2	-0.2	4	0	91	-0.2
CC(C(O)c1ccccc1)N(C)CCn1cnc2c1c(=O)n(C)c(=O)n2C (configuration not stated)	-7	1	7	-3	0.0	6	4	97	1.6
CCCCCCCCn1sccc1=O	12	10	-6	17	0.1	nt	nt	86	nt
CCCNC(=O)N1[C@H]2CC[C@@H]1C(C(=O)OC)=C(c1ccc(OC(F)(F)F)cc1)C2	-1	3	3	8	0.0	nt	nt	128	nt
Cc1ccc(Cn2cc(C=O)c3ccccc32)cc1	5	2	1	2	-0.1	3	-4	99	2.5
O=c1[nH]c(=O)n(Cc2ccccc2Cl)c(O)c1/C=C1/C=CC=N1	1	-13	-20	-68	0.2	-10	-2	88	-9.7
Cc1ccc(OP(=O)(NCc2ccccc2)Oc2ccc(C)cc2)cc1	-6	-4	3	-7	0.1	2	5	88	-1.9
C/C=C1\CN2[C@H]3C[C@@]45c6ccccc6N(C)[C@H]4[C@@H]2CC1C3[C@H]5O (some centres not stated)	8	3	1	0	-0.2	8	-3	87	0.4
COc1ccc(N2C(=O)NC(=O)/C(=C\c3cn(C)c4ccccc34)C2=O)cc1	-13	34*	-10	5	0.6	-13	2	119	-39*

Ordered by molecular weight (ascending): part of the list above.
SMILES	ZTA DNA inh	BCLXL inh	GLD-1 TGE inh	MCL1-BIM inh	Efflux pump inh	EBNA-1 inhibitor	Fam108B inh	CR mimetic SO	MEX-5 binding
N#Cc1ccc(N2CCNCC2)c(F)c1	-3	7	-6	11	-0.1	-1	-2	91	-1.6
CC1CCN(CC(=O)c2ccc3c(c2)OCCO3)CC1	10	6	-2	7	0.0	3	-4	94	1.1
O=c1c2ccccc2nc(-c2ccco2)n1-c1ccc(Br)cc1	2	6	2	5	-0.1	0	2	89	1.6
CCn1c(=O)cc(OCC(=O)N2CCN(Cc3ccc4c(c3)OCO4)CC2)c2ccccc21	9	-2	-9	-6	0.2	-9	-1	112	-2.1

(cont.)
SMILES	ZTA DNA inh	BCLXL inh	GLD-1 TGE inh	MCL1-BIM inh	Efflux pump inh	EBNA-1 inhibitor	Fam108B inh	CR mimetic SO	MEX-5 binding
CCc1ccc(CNCCc2c[nH]c3ccccc23)cc1	-1	4	1	1	-0.1	1	2	97	1.5
C=CCn1c(=O)c(C=Nc2cccc([N+](=O)[O-])c2)c(O)n(CCCC)c1=O	-3	-68	-49	-80	-0.1	-5	1	103	4.3
CN1CCN(S(=O)(=O)c2cnc(Cl)c(Br)c2)CC1	-2	-1	3	6	-5.3	-6	4	101	3.1
O=[N+]([O-])c1ccc(N2CCNCC2)c(Cl)c1	-1	6	-2	6	-0.1	-1	3	107	0.3
O=c1[nH]c(=O)n(Cc2ccccc2)c(O)c1C=NCCN1CCOCC1	9	-3	-6	-2	-0.1	5	4	109	-0.4
COc1ccc(C(C)=O)cc1Cc1c(O)[nH]c(=S)[nH]c1=O	-3	-6	6	-9	-0.1	3	-4	95	-2.0
CC(C)(C)[C@]1(O)C[C@@H]2OC(=O)C[C@@]23C(=O)O[C@@H]2OC(=O)[C@H](O)[C@]213	8	1	-8	-8	0.0	4	-1	102	2.1
O=c1c2ccccc2nc(Cc2cccc([N+](=O)[O-])c2)n1-c1ccc(O)cc1	-9	6	4	4	0.1	3	-1	100	-3.4
CCOC(=O)C(O)(c1cn(C)c2ccccc12)C(F)(F)F (configuration not stated)	-9	7	-1	7	-0.1	-1	-3	109	0.4
CC(C)CCn1c(N)c(C(=O)OCC2CCCO2)c2nc3ccccc3nc21 (configuration not stated)	7	1	0	1	0.1	-2	2	102	0.5
CCN(CC)C(=O)c1ccc(NC(=O)c2sccc2-c2ccccc2)cc1	-11	2	4	-2	-0.2	-6	4	113	-3.7
CNCCc1c(C)n[nH]c1C	-4	0	0	4	0.1	9	1	90	-1.5
Cc1ccc(S(=O)(=O)N2CCCCC2)cc1NC(=O)CN1CC=C(c2ccccc2)CC1	14	3	2	-6	0.1	-7	0	89	4.0
FC(F)(F)c1ccccc1N1CC1c1ccncc1 (configuration not stated)	0	1	-4	2	0.1	-14	1	107	0.2
CSCCC(N=Cc1c(O)n(-c2ccc(F)cc2)c(=O)[nH]c1=O)C(=O)OC(C)(C)C (configuration not stated)	-6	9	7	-7	0.0	0	2	85	2.0

Screening data as filed in PubChem BioAssay.
